GALK inh – blocks human galactokinase activity; Purified GALK, Kinase-Glo residual ATP luminescence; AID 1868; actives 0.007% (n = 270,000); Potency, µM (titrated, usually from 57.5 µM), inactives show top-dose activity change, negative = inhibition, actives largely listed as inhibitors; also: potency is read from the fitted curve at half-maximal effect; % is scaled to controls: 0 for no effect and ±100 for the full control effect
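5 nM enzyme, 35 uM ATP, 100 uM galactose, 20 mM HEPES pH8.0, 5 mM MgCl2; 1 h RT; residual ATP by Kinase-Glo Plus luminescence, qHTS format.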
Menin-MLL TR inh – menin-MLL binding inhibition, Texas Red mutant peptide. O00255. Menin + Texas Red MLL mutant peptide, fluorescence polarization. Potency, µM (titrated, usually from 61.6 µM), inactives show at the highest dose FP activity change, negative = inhibition, most hits filed as inhibitors. actives 0.23% (n = 270,000). AID 1768; active = well fitted inhibition curve with a large enough effect in the polarisation, with a control signal flat, not every such curve was filed as active; inconclusive = small, poorly fitted or top-dose-only effect, or effect the other way, or a change in a side signal; inactive = no such curve, though single readings can be large or run the other way; the % refers to the polarisation; also: potency is read from the fitted curve at half-maximal effect; % of control where 0% means no effect; many of its hits are not listed in these tables
B2AR arrestin – beta2AR (human) beta-arrestin recruitment activity. P07550. beta-arrestin recruitment to beta2AR, cell-based reporter. Potency, µM (series often up to 46.1 µM), inactives show at the top dose activation, usual class: activators. actives 0.02% (n = 330,000). AID 492947;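 also: potency is read from the fitted curve at half-maximal effect; 0% = DMSO controls and full agonism = EC100 isoproterenol or metaproterenol; nearly all actives have a fitted effect of over 65% in size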
Target sequence (P07550 whole entry, looked up): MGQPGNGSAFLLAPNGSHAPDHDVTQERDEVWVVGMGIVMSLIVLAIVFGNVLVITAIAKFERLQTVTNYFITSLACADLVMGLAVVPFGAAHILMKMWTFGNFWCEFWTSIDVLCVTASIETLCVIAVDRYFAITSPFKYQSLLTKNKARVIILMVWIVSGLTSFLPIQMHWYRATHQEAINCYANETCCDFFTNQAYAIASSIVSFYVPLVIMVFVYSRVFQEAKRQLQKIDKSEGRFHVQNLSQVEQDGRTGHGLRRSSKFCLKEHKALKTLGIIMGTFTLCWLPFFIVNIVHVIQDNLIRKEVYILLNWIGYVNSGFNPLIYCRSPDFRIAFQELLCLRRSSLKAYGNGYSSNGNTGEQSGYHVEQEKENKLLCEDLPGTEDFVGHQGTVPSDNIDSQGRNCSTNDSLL
Giardia kill – Giardia lamblia killing; Giardia lamblia trophozoite viability; activity change, % at 7.66 µM, hits read low; actives 0.15% (n = 340,000); in the data active = activity change below about -80%; inconclusive = between about -30% and that limit;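 also: parasites exposed to compound for two days anaerobically before the ATP read; % is scaled to controls: 0 for no effect and ±100 for the full control effect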
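ATP-content bioluminescence gauges trophozoite survival. Cells (100/well) receive compound and incubate anaerobically for 48 hrs at 37 deg C; detection reagent follows for 15-30 min at room temperature.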
FBPA coupling cs – inhibits coupling enzyme system, counter-screen for aldolase hits | coupling enzyme system counterscreen, AmpLite Red fluorescence | activity change, negative = inhibition, % at 58.2 µM, hits read low | actives 0.67% (n = 290,000) | AID 2472; in the data active = activity change below about -30%; also: % is scaled to controls: 0 for no effect and ±100 for the full control effect
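First, compound is pin-transferred into glyceraldehyde-3-phosphate coupling-enzyme reagent at 57.5 uM final and held 10 min at RT. Next, substrate, coupling system and AmpLite Red are added. After 20 min RT, fluorescence (525/598 nm) is read.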
TRPV1 ag – human TRPV1 agonism | TRPV1-expressing cells, Fluo-8 calcium influx, agonist mode | activation, % at 8.33 µM | actives 0.19% (n = 320,000) | AID 540275; in the data active = activation above about 80%; inconclusive = between about 30% and that limit; also: 0% is about no effect
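Cells expressing TRPV1 were dye-loaded with Fluo-8 and read kinetically: 10 s baseline, 3 min after compound (agonist portion), then 2 min after EC20 capsaicin (allosteric enhancer portion). Calcium-bound dye fluorescence at 480/520 nm.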
MLL CXXC-DNA inh – inhibitors of human MLL CXXC domain-DNA interaction; Q03164; MLL-CXXC / FITC-HOXA9 DNA fluorescence polarization; AID 2662; Potency, µM (series often up to 115 µM), for the others: top-dose activity change, negative = inhibition, hits mostly inhibitors; actives 0.037% (n = 290,000); active = well fitted inhibition curve with a large enough effect in the polarisation, with a control signal flat, not every such curve was filed as active; inconclusive = small, poorly fitted or top-dose-only effect, or effect the other way, or a change in a side signal; inactive = no such curve, though single readings can be large or run the other way; the % refers to the polarisation; also: potency is read from the fitted curve at half-maximal effect
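Steps: dispense CXXC domain solution (7 uM) → pin compounds or unlabeled HOX-A9 DNA control → 5 min ambient → add FLSN-HOX-A9 solution (50 nM) → spin → 30 min ambient → fluorescence polarization. Tris pH 7.5/NaCl/DTT/BSA buffer.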
PKM2 act – increases activity of human pyruvate kinase M2; Potency, µM (doses to about 57.5 µM), for inactives: top-dose activation, hits mostly activators; P14618; purified PKM2, Kinase-Glo ATP luminescence, activation; response scale: 0% is enzyme alone, no compound; actives 0.34% (n = 260,000); AID 1631; also: potency is read from the fitted curve at half-maximal effect; % is scaled to controls: 0 for no effect and ±100 for the full control effect; nearly all actives have a fitted effect of over 55% in size
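Kinase-Glo luminescence reports ATP generated from ADP (0.1 mM) and PEP (0.5 mM) by purified hPK-M2 after 1 h at room temperature, pH 7.2 imidazole buffer; intermediate enzyme activity allows detecting inhibitors and activators.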
USP2a block – blocks human ubiquitin-specific protease USP2a. USP2 core, Ub-CHOP2 coupled fluorogenic reporter, 485/531. Potency, µM (titrated, usually from 38.3 µM), for the others: at the top dose activity change, negative = inhibition, hits mostly inhibitors. actives 0.01% (n = 330,000);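 also: potency is read from the fitted curve at half-maximal effect; plate controls were DMSO wells for no effect and full inhibition by NEM control for full effect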
Target sequence (O75604 whole entry, looked up): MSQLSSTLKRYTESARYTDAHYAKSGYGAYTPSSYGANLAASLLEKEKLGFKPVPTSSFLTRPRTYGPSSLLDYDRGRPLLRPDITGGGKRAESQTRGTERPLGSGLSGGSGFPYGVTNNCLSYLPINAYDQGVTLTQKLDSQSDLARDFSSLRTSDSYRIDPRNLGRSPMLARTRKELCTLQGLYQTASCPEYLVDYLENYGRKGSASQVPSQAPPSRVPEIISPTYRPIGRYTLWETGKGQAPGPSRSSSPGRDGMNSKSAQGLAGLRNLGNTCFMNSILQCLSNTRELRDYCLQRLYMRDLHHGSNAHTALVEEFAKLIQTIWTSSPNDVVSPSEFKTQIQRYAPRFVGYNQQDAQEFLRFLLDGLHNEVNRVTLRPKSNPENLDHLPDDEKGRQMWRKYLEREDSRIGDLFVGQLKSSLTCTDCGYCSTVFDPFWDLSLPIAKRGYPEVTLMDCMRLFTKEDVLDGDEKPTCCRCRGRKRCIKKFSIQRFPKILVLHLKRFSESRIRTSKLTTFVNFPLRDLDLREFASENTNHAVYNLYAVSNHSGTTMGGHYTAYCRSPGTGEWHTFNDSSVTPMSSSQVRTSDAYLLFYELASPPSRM
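Deubiquitinase activity read as fluorescence (485/531 nm) after Ub-CHOP2 cleavage activates the enterokinase reporter on its substrate; USP2 core 10nM, Ub-CHOP2 and substrate 25nM each, 30min compound preincubation then 60min RT; data normalized to NEM, curves fitted.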
hERG WT inh – inhibitors of human wildtype KCNH2 potassium channel; activity change, % at 1.84 µM; U2OS, BacMam KCNH2, thallium flux FluxOr; active compounds read low; AID 720551; actives 0.37% (n = 340,000); Q12809;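 active = maximum activity change below -70%; inconclusive = maximum activity change between -70% and -50%; inactive = maximum activity change above -50%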; also: % is scaled to controls: 0 for no effect and ±100 for the full control effect
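U2OS cells were transduced with wild-type KCNH2 virus (2.03 x 10^8 / mL) for 4 h at room temperature, then cultured overnight at 37 C. Thallium flux was read with FluxOr dye. Rate constants were normalized to DMSO controls.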
KCNH2 3.1 inh – KCNH2 3.1 (human) potassium channel inhibition | U2OS KCNH2 3.1, thallium flux FluxOr; active compounds read low | activity change, % (tested at about 1.8 µM) | actives 0.95% (n = 340,000);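 active = maximum activity change below -70%; inconclusive = maximum activity change from -70% to -50%; inactive = maximum activity change above -50%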;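 also: thallium influx rate constant from kinetic fluorescence after stimulation buffer; % is scaled to controls: 0 for no effect and ±100 for the full control effect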
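Thallium flux read-out: FluxOr dye with Red40 quencher in HBSS/HEPES, 45 min at RT. Rate constants from kinetic reads were normalized to positive and negative DMSO controls. Cells: U2OS virally expressing the 3.1 isoform.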
* = called active by the depositor; ? = inconclusive; . = not tested or not shown; [ ] = dose if it differs, or a comment. Unless noted, calls follow the shape of the dose curve; as a rule, active = well fitted curve in the direction sought with a large enough effect; inconclusive = small, poorly fitted or top-dose-only effect, or another doubt; inactive = no such curve, though single readings can be large; an effect the other way counts as inactive or inconclusive. This is a subset (hit frequency here may not be typical).

nr	compound	GALK inh	Menin-MLL TR inh	B2AR arrestin	Giardia kill	FBPA coupling cs	TRPV1 ag
1	O=C(OCc1nnc(-c2ccc(Cl)cc2)o1)c1ccc(=O)n(Cc2ccccc2)n1	2%	2%	-0.1%	8	0	3
2	COc1ccc([N+](=O)[O-])cc1NC(C)C	0%	13%	-0.5%	5	-9	6
3	Cc1ccc(NC(=O)Cn2nc(C(=O)O)c3ccccc3c2=O)cc1S(=O)(=O)N1CCCCC1	.	.	0.2%	1	.	.
4	O=c1cc(-c2ccccc2)nc(N2CCN(Cc3ccccc3)CC2)[nH]1	0%	-11%	-0.3%	7	-2	8
5	Cn1c(=O)c2[nH]c(CN(Cc3ccccc3)Cc3ccccc3)nc2n(C)c1=O	1%	-10%	-0.1%	-21	-1	-1
6	CN(C)c1ccc(-n2cccc2/C=N/n2cnnc2)cc1	0%	1%	-0.1%	3	-2	1
7	O=C(NCCCn1ccnc1)C(=O)NCC1OCCCN1S(=O)(=O)c1ccccc1 (stereo not given)	2%	-4%	-1.7%	-24	0	-1
8	CCOC(=O)c1cccc(NC(=O)CSc2nnc(C)n2CC2CCCO2)c1 (stereo not given)	4%	.	-0.4%	4	2	1
9	O=C(Cn1c(=O)c2cccn2c2ccccc21)NCc1cccc(F)c1	-6%	.	0.6%	8	.	-5
10	CCCc1nc(SCC(=O)Nc2nc3c(s2)CCCC3)c2ccccc2n1	-2%	8%	-0.1%	8	0	6

nr	MLL CXXC-DNA inh	PKM2 act	USP2a block	hERG WT inh	KCNH2 3.1 inh
1	6%	-8%	2%	20	-3
2	4%	-3%	4%	.	-11
3	.	.	-3%	5	2
4	-2%	1%	1%	-5	.
5	-1%	-3%	2%	-5	-10
6	4%	1%	2%	49	13
7	4%	0%	1%	2	5
8	12%	.	2%	-11	-4
9	59%[activator]	.	2%	-25	8
10	41%[activator]	-6%	3%	-9	-17

(next part)
nr	compound	GALK inh	Menin-MLL TR inh	B2AR arrestin	Giardia kill	FBPA coupling cs	TRPV1 ag
11	Clc1ccccc1-c1nc(-c2ccc(Br)o2)no1	5%	32%[activator]	0.4%	-3	1	5
12	C#CCOCCOCCOCCNc1nc(N2CCN(C(=O)C([C@@H](C)CC)n3cc(C(N)CC(C)C)nn3)CC2)nc(N2CCN(C(=O)[C@H](CCC(=O)O)n3cc(C(N)Cc4ccc(O)cc4)nn3)CC2)n1 (stereo not given in full)	1%	-22%	-0.9%	16	3	-4
13	CSCCC(NC(=O)COc1ccccc1)C(=O)N1CCN(c2ccccc2)CC1 (stereo not given)	.	.	0.5%	-28	.	14
14	CCN(C(=O)COC(=O)CCc1ccc(OC)cc1)c1c(N)n(Cc2ccccc2)c(=O)[nH]c1=O	.	.	0.2%	23	.	-1
15	CNc1oc(/C=C/c2ccccc2)nc1C#N	.	-12%	-0.1%	8	0	?
16	Cc1ccc(S(=O)(=O)Nc2ccccc2C(O)c2ccccc2)cc1 (stereo not given)	0%	12%	0.1%	-3	-12	1
17	CCCCc1ccc(NC(=O)NCc2cccnc2)cc1	-6%	.	0.0%	-20	.	?
18	COCCCn1c(C)nnc1SCc1ccc(C(C)(C)C)cc1	3%	-28%	-0.2%	-11	1	8
19	CCOC(=O)c1c(N/N=C/c2cccnc2)n[nH]c1C	0%	.	0.2%	29	-1	.
20	O=C(NCC1CCCO1)c1cccc(Oc2ccc([N+](=O)[O-])cc2)c1 (stereo not given)	2%	.	-0.4%	21	.	24

nr	MLL CXXC-DNA inh	PKM2 act	USP2a block	hERG WT inh	KCNH2 3.1 inh
11	-1%	-1%	-1%	-9	7
12	-2%	-1%	3%	1	-3
13	.	.	0%	-2	0
14	.	.	0%	-5	3
15	7%	0%	3%	0	3
16	1%	.	1%	-2	3
17	8%	-7%	4%	5	-25
18	-8%	3%	3%	-8	5
19	9%	-1%	-1%	1	15
20	9%	0%	0%	13	11

The list goes on:
nr	compound	GALK inh	Menin-MLL TR inh	B2AR arrestin	Giardia kill	FBPA coupling cs	TRPV1 ag
21	Cc1nn2c(nc(N3CCCCC3)c3ccccc32)c1C=O	1%	-16%	-1.7%	-1	-3	?
22	C=C(C)C(=O)OCCCCCCOc1ccc(C(=O)O)cc1	0%	6%	-0.2%	-14	13	6
23	O=C(CCS(=O)(=O)c1ccc(Br)cc1)N1CCN(c2ccccc2Cl)CC1	-3%	1%	-0.1%	?	0	17
24	CCC1CCCCN1c1cc(C)nc2cc(-c3cccc(C)c3)nn12 (stereo not given)	-1%	.	0.2%	19	-4	16
25	CC(Sc1nccn1C)C(=O)Nc1ccccc1 (stereo not given)	5%	1%	-0.6%	2	3	2
26	CCOC(=O)c1c(C)[nH]c(C)c1C(=O)COC(=O)c1ccc(Cl)nc1	.	.	0.3%	2	.	.
27	CCOc1c2ccc(C(=O)NCc3ccc(OC)cc3)cc2nn1CCOC	-1%	-2%	-0.7%	-16	4	-1
28	OC[C@@H]1[C@@H](c2ccc(Cl)cc2)C(c2ccccc2)=NN1c1ccccc1	.	?	-0.1%	11	-7	.
29	COc1ccc2cc(C(=O)C3CCCN(C(=O)c4snnc4C)C3)ccc2c1 (stereo not given)	0%	13%	-0.7%	?	-2	8
30	CCOC(=O)CN1C(=O)S/C(=C/c2ccc3c(c2)n(C)c(=O)n3C)C1=O	1%	3%	-0.6%	-2	-1	1

nr	MLL CXXC-DNA inh	PKM2 act	USP2a block	hERG WT inh	KCNH2 3.1 inh
21	-3%	0%	-3%	1	-6
22	-8%	2%	0%	-6	14
23	-3%	1%	3%	33	9
24	-2%	0%	-3%	60	-36
25	1%	1%	2%	1	-8
26	.	.	1%	1	-9
27	4%	-2%	0%	0	-17
28	.	.	-2%	0	-18
29	-6%	1%	0%	-9	0
30	-8%	-8%	3%	-19	15

The list continues.
nr	compound	GALK inh	Menin-MLL TR inh	B2AR arrestin	Giardia kill	FBPA coupling cs	TRPV1 ag
31	c1ccc(C2=NCCCN2)cc1	7%	5%	-0.4%	2	3	-1
32	O=C(CCN1C(=O)c2ccncc2C1=O)Nc1ccc2c(c1)OCCO2	0%	-1%	-0.3%	-1	0	-7
33	CCCn1c(=O)c(-c2nc3ccccc3[nH]2)c(O)c2ccccc21	9%	25%	-0.5%	-19	1	2
34	C#CCOCCOCCOCCNc1nc(N2CCN(C(=O)[C@H](Cc3cc4ccccc4[nH]3)n3cc([C@@H](N)CC(C)C)nn3)CC2)nc(N2CCN(C(=O)[C@H](Cc3cc4ccccc4[nH]3)n3cc([C@@H](N)CC(C)C)nn3)CC2)n1	2%	?	0.3%	-1	-6	2
35	Cc1cccc(NC(=O)c2cc(N3C(=O)CCC3=O)ccc2Cl)n1	0%	8%	0.0%	-11	0	-1
36	Cc1ccnc2nc(C(=O)OCCOc3ccc(F)cc3)nn12	1%	-15%	-0.5%	-27	3	-6
37	Cn1nc(C(C)(C)C)cc1C(=O)NCc1ccc2c(c1)OCO2	6%	.	-1.2%	-10	.	1

nr	MLL CXXC-DNA inh	PKM2 act	USP2a block	hERG WT inh	KCNH2 3.1 inh
31	21%	-5%	-1%	29	4
32	3%	1%	0%	-1	4
33	-2%	-1%	0%	6	8
34	44%[activator]	6%	-5%	9	-5
35	0%	1%	2%	18	-5
36	-3%	-16%	0%	-2	3
37	31%	1%	2%	-16	-20
